NTR1 ag = NTR1-driven beta-arrestin-GFP spot formation – imaging, U2OS cells, high content, primary screen (AID 493036); P30989; agonist mode; activation, % at 20 µM; actives 0.17% (n = 330,000);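 active means activation at or above 40% of the spot to cytoplasm intensity ratio, with at least 20 cells analyzed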;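 further: 0% = DMSO without peptide and 100% = 100 nM NTR1 peptide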
Target sequence (P30989 whole entry, looked up): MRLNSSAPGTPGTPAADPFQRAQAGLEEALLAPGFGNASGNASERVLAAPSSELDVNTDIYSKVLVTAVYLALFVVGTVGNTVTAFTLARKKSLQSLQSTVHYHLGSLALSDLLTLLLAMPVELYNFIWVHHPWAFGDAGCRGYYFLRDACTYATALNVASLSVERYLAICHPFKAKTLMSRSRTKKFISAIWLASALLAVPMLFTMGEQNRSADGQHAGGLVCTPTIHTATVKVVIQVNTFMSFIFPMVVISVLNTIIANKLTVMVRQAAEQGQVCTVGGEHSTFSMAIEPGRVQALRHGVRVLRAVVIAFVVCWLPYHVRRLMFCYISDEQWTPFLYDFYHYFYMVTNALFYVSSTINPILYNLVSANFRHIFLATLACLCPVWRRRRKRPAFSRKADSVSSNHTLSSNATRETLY
NTR1 ag cell count 20 µM = also measured in NTR1 ag; calls as there; cell count; measured here: cell count, cytotoxicity flag
An asterisk follows results filed as active. An excerpt; count on the stated rates, not on these rows.

Sample of the layout, 5 compounds:
Each structure is followed by: NTR1 ag | NTR1 ag cell count 20 µM
> OCC[C@H]1C[C@@H](O)[C@H](O)[C@@]2(CCc3ccccc3O2)O1
  -2.9 | 58
> CC(Sc1nc(N)cc(=O)[nH]1)C(=O)NCC(=O)Nc1ccc(F)c(F)c1F (stereo unspecified)
  2.0 | 97
> Cc1cc(C(=O)NNC(=O)c2ccc(Cl)cc2)c2ccccc2n1
  -1.7 | 63
> CC1CCN(C(=O)COC(=O)c2ccc3c(c2)C(=O)N(Cc2ccco2)C3=O)CC1
  2.3 | 59
> CCCCCCSc1cc(-c2nc3ccc(Cl)cn3c2NCCCC)ccc1OC
  1.9 | 56

The listing, from the first entry:
Each structure is followed by: NTR1 ag | NTR1 ag cell count 20 µM
> OCC[C@H]1C[C@@H](O)[C@H](O)[C@@]2(CCc3ccccc3O2)O1
  -2.9 | 58
> CC(Sc1nc(N)cc(=O)[nH]1)C(=O)NCC(=O)Nc1ccc(F)c(F)c1F (stereo unspecified)
  2.0 | 97
> Cc1cc(C(=O)NNC(=O)c2ccc(Cl)cc2)c2ccccc2n1
  -1.7 | 63
> CC1CCN(C(=O)COC(=O)c2ccc3c(c2)C(=O)N(Cc2ccco2)C3=O)CC1
  2.3 | 59
> CCCCCCSc1cc(-c2nc3ccc(Cl)cn3c2NCCCC)ccc1OC
  1.9 | 56
> CC1CCCN(C(=O)COC(=O)c2cc([N+](=O)[O-])ccc2N2CCOCC2)C1 (stereo unspecified)
  1.8 | 58
> COc1ccc(-c2oc(=O)c3cc(OC)c(OC)cc3c2/C=C/c2ccc(OC(C)=O)cc2)cc1
  5.9 | 58
> COc1ccc(NS(=O)(=O)c2cc(NC(=O)c3ccc(=O)[nH]c3)ccc2C)cc1
  1.1 | 88
> CCN(Cc1nc2ccccc2c(=O)[nH]1)C(=O)c1cc(C2CC2)nn1-c1ccccc1
  2.9 | 59
> CC(C)CC(=O)Nc1ccc(C(=O)COC(=O)CN2C(=O)NC3(CCCCC3C)C2=O)cc1 (stereo unspecified)
  -0.4 | 58
> N#Cc1ccc(-c2c(-c3ccccc3)ncc3cc(F)ccc23)cc1
  8.2 | 63
> CC1CCN(C(=O)COC(=O)c2ccccc2C(=O)c2ccccc2)CC1
  -1.0 | 38
> CC(NC(=O)CN1C(=O)NC2(CCc3ccccc32)C1=O)c1ccccc1 (stereo unspecified)
  -1.3 | 62
> C[C@H](NC(=O)c1[nH]cnc1C(=O)Nc1nccs1)c1ccccc1
  6.3 | 51
> CCN(CC(=O)Nc1cc(Cl)ccc1C)C(=O)c1cc(S(=O)(=O)N2CCCCCC2)ccc1OC
  0.0 | 70
> O=C(N/N=C/c1ccc(Cl)cc1Cl)c1ccc(-n2cnnn2)cc1
  -0.5 | 99
> CC(=O)N1CCN(C(=O)CCNS(=O)(=O)c2ccc(Br)cc2)CC1
  -2.7 | 49
> Cc1cc(C)n2nc(C(=O)OCC(=O)NC3CCCCC3)nc2n1
  0.5 | 64
> Cc1ccc(OCCCC(=O)Nc2cc(Cl)ccc2-n2cncn2)cc1
  0.9 | 60
> Nc1[nH]c(=O)nc(Nc2ccccc2)c1N=O
  -0.5 | 49
> Cc1cc(C)c(OCC(=O)OCC(=O)N2CCc3ccccc3C2)c(C)c1
  1.2 | 65
> COc1ccc(NS(=O)(=O)c2cccc(C(=O)N3CCCCCC3)c2)cc1
  -0.4 | 57
> Cc1nn(-c2ccccc2)c(N2CCCC2)c1/C=N/NC(=S)Nc1ccc(F)cc1
  3.3 | 57
> Cc1ccc(C)c(NC(=O)COC(=O)c2ccc(S(=O)(=O)N3CCCCC3)cc2)c1
  -2.1 | 64
> N#Cc1ccc(C(=O)OCC(=O)NC(=O)NCc2ccccc2)cc1
  0.2 | 72
> CCC1(c2ccccc2)NC(=O)N(CC(=O)Nc2cc(Cl)ccc2N2CCN(C)CC2)C1=O (stereo unspecified)
  -0.7 | 70
> Cc1c(C(=O)Nc2ccc(S(=O)(=O)Nc3ncccn3)cc2)oc2ccccc12
  -1.3 | 55
> O=C(CCCOC(=O)c1ccc(O)cc1O)c1ccc(F)cc1
  3.1 | 50
> CC(C)N(C(=O)[C@H]1C[C@H](CC(=O)NCCc2ccccn2)C(=O)N2CCc3c([nH]c4cc(-c5ccco5)ccc34)[C@]12C)C(C)C
  0.1 | 63
> Cc1cccc(C)c1NC(=O)CNC(=O)C1CCCC1
  -2.7 | 56
> CC(=O)c1ccc(N(CC(=O)NC2CCS(=O)(=O)C2)S(=O)(=O)c2ccc(C)cc2)cc1 (stereo unspecified)
  5.4 | 64
> Cc1ccc(S(=O)(=O)NCC(=O)OCC(=O)NC2CCCCC2)cc1
  -2.4 | 53
> Cc1cccc(N2CCN(C(=O)c3ccc(S(=O)(=O)N(C)c4ccccc4)cc3)CC2)c1C
  2.5 | 53
> C[C@H]1CN([C@@H](C)CO)C(=O)c2cc(NC(=O)CCN3CCOCC3)ccc2O[C@H]1CN(C)C(=O)Nc1ccc(F)cc1
  -1.4 | 65
> COc1cccc(NC(=O)CN(C)C(=O)c2cccc(S(=O)(=O)Nc3ccccc3OC)c2)c1
  7.3 | 56
> O=C(COC(=O)c1ccccc1O)Nc1ccc2ccccc2c1
  -0.2 | 40
> Cc1cccc(C(=O)NCC(=O)OCc2cc(=O)n3ccsc3n2)c1
  -0.2 | 77
> CCOc1ccc(S(=O)(=O)NN=C(C)c2cccnc2)cc1
  -1.1 | 63
> CC(=O)c1c(C)[nH]c(C(=O)OCC(=O)c2c[nH]c3ccccc23)c1C
  2.1 | 85
> O=C(Nc1ccc(Cl)c(Cl)c1)C1CCCCC1
  -5.9 | 63
> CCN(C[C@H]1N[C@@](Cc2ccccc2)(C(=O)OC)[C@H]2C(=O)N(C)C(=O)[C@@H]12)C(=O)c1ccccc1
  0.5 | 54
> NC[C@H](Cc1ccccc1)NCCc1cc(C(F)(F)F)cc(C(F)(F)F)c1
  14 | 62
> COc1ccc(NC(=O)Nc2ccc3c(c2)C(=O)N([C@H](C)CO)C[C@H](C)[C@@H](CN(C)S(=O)(=O)c2ccc(F)cc2)O3)cc1
  0.5 | 62
> CCCn1ccnc1SCC(=O)Nc1c(C)n(C)n(-c2ccccc2)c1=O
  0.5 | 59
> CCN(Cc1ccccc1)C(=O)CN1C(=O)c2ccccc2S1(=O)=O
  1.2 | 60
> O=C1CSc2ccc(C(=O)NCc3ccccn3)cc2N1
  -1.7 | 71
> O=C(Nc1cccc(S(=O)(=O)NC2=NCCC2)c1)c1cc(Cl)ccc1[N+](=O)[O-]
  0.0 | 74
> CCN(CC(=O)Nc1cc(Cl)ccc1C)C(=O)CCS(=O)(=O)c1ccc(C)cc1
  -1.1 | 50
> CC(C)(CNC(=O)c1cc(-c2ccc(Cl)s2)nc2ccccc12)N1CCOCC1
  0.3 | 57
> C#CCOCCOCCOCCNc1nc(N2CCN(C(=O)CCCCCCCCCCNC(=O)[C@H]([C@@H](C)CC)n3cc(CCCCN=C(N)N)nn3)CC2)nc(N2CCN(C(=O)CCCCCCCCCCNC(=O)[C@H](CO)n3cc(CCCSC)nn3)CC2)n1
  11 | 105
> O=C(CN1C(=O)NC2(CCCC2)C1=O)OCc1ccc(Cl)c(Cl)c1
  1.0 | 59
> CC(OC(=O)c1ccc([N+](=O)[O-])cc1)C(=O)NCC1CCCCC1 (stereo unspecified)
  0.4 | 51
> COc1ccc(NS(=O)(=O)c2cc(NC(=O)CC(C)(C)C)ccc2N2CCCC2)cc1
  -2.0 | 69
> COc1ccc(NC(C)=O)cc1S(=O)(=O)Nc1cccc(S(=O)(=O)NC2=NCCC2)c1
  7.8 | 50
> CN(C(=O)c1ccc(F)c(S(=O)(=O)N2CCOCC2)c1)C1CCCCC1
  -1.8 | 61
> COc1cccc(/C=C/C(=O)NNC(=O)c2cc(C)oc2C)c1
  -0.3 | 60
> COc1ccc(N(Cc2ccccc2)S(=O)(=O)c2cccc(C(=O)NCC3CCCO3)c2)cc1 (stereo unspecified)
  3.2 | 58
> CCC(CO)Oc1cc(NC(=O)c2cccc(C)c2)c2ncn(C(C)C)c2c1 (stereo unspecified)
  0.5 | 43
> O=C(CSc1nc2ccc(Cl)cc2[nH]1)Nc1ccc2[nH]c(=O)[nH]c2c1
  1.8 | 66
> CC1CCc2sc(C(=O)NCC3CCCO3)cc2C1 (stereo unspecified)
  -0.5 | 66

Look-ups from the results shown:
CCN(Cc1ccccc1)C(=O)CN1C(=O)c2ccccc2S1(=O)=O in NTR1 ag cell count 20 µM reads 60
COc1ccc(NC(C)=O)cc1S(=O)(=O)Nc1cccc(S(=O)(=O)NC2=NCCC2)c1 in NTR1 ag reads 7.8

Going on with the list:
Each structure is followed by: NTR1 ag | NTR1 ag cell count 20 µM
> Cc1ccccc1OCC(=O)Nc1ccccc1C(=O)NC1CC1
  1.1 | 71
> Cc1ccc(NC(=O)COC(=O)c2c(C)nn(-c3ccccc3)c2C)cc1
  0.7 | 54
> CCOc1ccc(OCCCC(=O)N(C)CC(=O)Nc2ccccc2Br)cc1
  -0.1 | 50
> Cc1ccc(S(=O)(=O)Nc2cccc3c2O[C@H](CN(C)Cc2ccc(-c4ccccc4)cc2)[C@@H](C)CN([C@H](C)CO)C3=O)cc1
  5.5 | 67
> Nc1ccn([C@@H]2O[C@H](COS(=O)(=O)O)[C@@H](O)[C@H]2O)c(=O)n1
  -0.9 | 55
> O=C(CCNC(=O)c1ccc(Cl)cc1)NC1CCCCCC1
  -1.1 | 67
> O=C(CCN1C(=O)CSc2ccccc21)Nc1ccc(C(F)(F)F)cc1
  3.2 | 52
> CCN(C[C@H]1N[C@@](CC)(C(=O)OC)[C@H]2C(=O)N(C)C(=O)[C@@H]12)C(=O)Nc1ccccc1
  2.6 | 65
> CCCCn1c(N)c(N(CC(C)C)C(=O)c2oc3ccc(Br)cc3c2C)c(=O)[nH]c1=O
  0.2 | 53
> Cc1noc(C)c1COc1ccccc1C(=O)NCCOc1ccccc1F
  -1.1 | 56
> COc1cc(C(=O)OCC(=O)NC2CCCCC2)cc2c1OCCO2
  2.4 | 84
> Cc1cccc(C(C)C)c1NC(=O)C(C)OC(=O)Cc1n[nH]c(=O)c2ccccc12 (stereo unspecified)
  3.7 | 26
> CCOC(=O)C1=CN(CC)S(=O)(=O)NC1c1ccc(C(F)(F)F)cc1 (stereo unspecified)
  3.0 | 52
> Cc1ccc(S(=O)(=O)N2CCOCC2)cc1NC(=O)COC(=O)c1ccc(Cl)s1
  -1.8 | 58
> Cn1c(N)c(C(=O)COC(=O)COc2ccc(Cl)cc2)c(=O)n(C)c1=O
  0.8 | 70
> CN(CCOc1ccc(Cl)cc1)C(=O)c1cc([N+](=O)[O-])ccc1N1CCOCC1
  -2.1 | 46
> CCOC(=O)c1c(NC(=O)CSc2nc3ccc(OC)cc3[nH]2)sc2c1CC(C)(C)NC2(C)C
  6.5 | 50
> O=C1C=C(c2ccnc3cc(Cl)ccc23)C[C@@H](c2ccc3c(c2)OCO3)C1
  0.7 | 50
> O=C(COC(=O)c1ccc([N+](=O)[O-])o1)NC12CC3CC(CC(C3)C1)C2
  11 | 44
> COc1ccc(CCNC(=O)c2ccc3c(=O)n4c(nc3c2)CCC4)cc1OC
  -0.5 | 59
> COc1ccc(CN2CCN(CC(=O)Nc3ccccc3C(=O)NC3CC3)CC2)cc1F
  -2.2 | 88
> CCN(CC)S(=O)(=O)c1ccc(N2CC(C(=O)N3CCOCC3)CC2=O)cc1 (stereo unspecified)
  -1.5 | 51
> CCOc1ccc(CCNC(=O)COC(=O)c2ccc(S(=O)(=O)N3CCCC3)cc2)cc1OCC
  0.3 | 70
> CN(Cc1ccc(Cl)cc1)C(=O)CNC(=O)C12CC3CC(CC(C3)C1)C2
  -0.6 | 27
> CC(Sc1n[nH]c(-c2ccccc2)n1)C(=O)c1c(N)n(C)c(=O)n(C)c1=O (stereo unspecified)
  1.6 | 46
> CCOc1ccc(C(=O)CCC(=O)N2CCN(c3ccccc3O)CC2)cc1
  1.2 | 59
> COc1ccc(NS(=O)(=O)c2cccc(C(=O)NCC3(N(C)C)CCCCC3)c2)cc1
  0.5 | 42
> COc1ccc(NC(=O)COC(=O)Cc2cccs2)cc1OC
  -0.8 | 52
> Cc1cnc(NC(=O)c2cc(S(=O)(=O)N(C)C)ccc2N2CCCC2)s1
  1.1 | 42
> Cc1c(NC(=O)CN2C(=O)NC3(CCCCC3C)C2=O)cccc1[N+](=O)[O-] (stereo unspecified)
  -0.6 | 63
> COc1ccc(C2CC(c3ccc(C(F)(F)F)cc3)=NN2c2ccc(S(N)(=O)=O)cc2)cc1 (stereo unspecified)
  21 | 59
> CCN(CC)S(=O)(=O)c1ccc(N2CCOCC2)c(NS(=O)(=O)c2cccs2)c1
  -2.2 | 49
> CCN(C(=O)COC(=O)c1c(C)nsc1NC)c1ccccc1
  1.0 | 52
> CC1CCC(NC(=O)CSc2nncs2)CC1 (stereo unspecified)
  -0.8 | 81
> O=C(Nc1nc2ccccc2[nH]1)C1CCN(C(=O)c2ccc(F)cc2)CC1
  0.6 | 57
> COc1ccccc1C(=O)NCCC(=O)Nc1nc2ccccc2[nH]1
  -0.1 | 59
> CC(/C=N/NC(=O)c1ccccc1C)=C\c1ccccc1
  -0.7 | 53
> Cc1cc(C(=O)CSc2nnc(C3CC3)n2C2CC2)c(C)n1C(C)C
  -1.4 | 59
> COc1ccc(C(NC(=O)CN2C(=O)NC3(CCc4ccccc43)C2=O)c2ccccc2)cc1 (stereo unspecified)
  0.8 | 58
> Cc1cccn2c(=O)cc(COC(=O)C(C)Oc3ccccc3)nc12 (stereo unspecified)
  1.8 | 45
> COCCN(C(=O)CSc1nn(-c2ccc(F)cc2)c(=S)s1)c1c(N)n(CC(C)C)c(=O)[nH]c1=O
  -0.7 | 51
> O=C(NCc1ccccc1F)C(=O)NCC1CCCN1S(=O)(=O)c1ccccc1 (stereo unspecified)
  -1.1 | 51
> O=C1CCN(Cc2ccccc2)S(=O)(=O)c2ccc(F)cc21
  2.9 | 48

High-throughput results (PubChem)
